Compound activity deposited in PubChem by several laboratories.
P. falciparum M1AAP = P. falciparum M1AAP inhibitors, biochemical, fluorogenic H-Leu-NHMec substrate, 1536-well (AID 1445) | recombinant M1AAP, H-Leu-NHMec fluorogenic kinetic assay; higher % means a stronger effect | one-dose inhibition, % at 30 µM; IC50 in µM for titrated hits | 220,000 compounds, 0.42% hits;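 active = primary inhibition above the hit cutoff, then over 50% inhibition at one or more dose response concentrations, cut at about 23% in these data, passing the limit was not always enough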;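 also: plate controls were DMSO full reaction for no effect and no enzyme background for full effect; strong numbers were not always called active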
TNAP activators = stimulation of alkaline phosphatase TNAP activity – biochemical, luminescent, no phosphate acceptor, uHTS, primary screen (AID 1001). purified TNAP, luminescent activation assay, no phosphate acceptor; higher activation fold means a stronger effect. activation fold at 20 µM; hits with a dose series show EC50 in µM. 200,000 compounds, 0.03% hits; in the data active = activation fold from about 3, or a potency from the dose series; inactive = the rest, 99 in 100 with activation fold below about 1.6; also: many of its hits are not listed in these tables
P. falciparum M17LAP = P. falciparum M17LAP inhibitors, primary screen, biochemical, fluorogenic H-Leu-NHMec substrate, 1536-well (AID 1619) | recombinant M17LAP, H-Leu-NHMec fluorogenic kinetic assay; higher % means a stronger effect | one-dose inhibition, % at 30 µM; IC50 in µM for titrated hits | 220,000 compounds, 0.38% hits;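 active = compound inhibiting the enzyme by more than half at any dose during confirmatory dose-response retesting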;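 also: plate controls were full reaction with DMSO carrier for no effect and no enzyme background for full effect; strong numbers were not always called active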
XIAP displacement = small molecules displacing peptide from XIAP – biochemical, IAP family, fluorescence polarization (AID 1018); XIAP BIR domain, fluorescence polarization peptide displacement; higher % means a stronger effect; one-dose displacement, % at 20 µM; IC50 in µM for titrated hits; 200,000 compounds, 0.007% hits; in the data active = displacement above about 50%; also: a part of the inactive calls stands beside numbers as strong as those of hits
SIAH1 antagonists = Siah-1 peptide-binding antagonists, primary screen, biochemical, fluorescence polarization, rhodamine-plectin, uHTS (AID 1817); Siah-1 / rhodamine-plectin peptide fluorescence polarization; higher % means a stronger effect; displacement, % at 20 µM, or IC50 in µM where a hit was titrated; 290,000 compounds, 0.02% hits;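 active = displacement of at least 50% at 20 µM, with a fluorescence ratio check between 0.3 and a set limit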;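 also: plate controls were Siah plus tracer with DMSO for no effect and tracer alone without Siah for full effect; strong numbers were not always called active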
Lipid droplet = modulators of hepatic lipid droplet formation; 240,000 compounds, 0.4% hits; AML12 mouse hepatocytes, oleate lipid droplets, BODIPY imaging; inhibition, % at 6.5 µM; AID 1656;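 active = lipid droplet intensity inhibited by at least 50%, with more than 500 cells counted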
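Test system: AML12 hepatocytes (mouse); reagent: oleate loading, 100 µM; dosing: one dose, 6.5 µM compound; incubation: overnight exposure; signal: fluorescence imaging, 20x objective, two fields per well; read-out basis: % inhibition of corrected integrated BODIPY droplet signal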
PMI inhibition = human PMI inhibitors, high substrate, primary screen, biochemical, fluorescence intensity, high mannose 6-phosphate (AID 1220). recombinant PMI enzyme, coupled fluorescence intensity; higher % means a stronger effect. inhibition, % at 20 µM, or IC50 in µM where a hit was titrated. 190,000 compounds, 0.66% hits
UTI89 phage lysis = inhibition of K1F phage lysis, E. coli UTI89, bacterial capsule biogenesis inhibitors, alamar blue (AID 488966); 340,000 compounds, 0.02% hits; E. coli UTI89 K1F phage lysis, alamar blue, 2 h; higher % means a stronger effect; inhibition, % at 100 µM; hits with a dose series show IC50 in µM;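 active = phage lysis inhibition, versus mean bacterial control, above a set limit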;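 also: capsule biogenesis inhibitors block K1F phage lysis so surviving cells raise fluorescence; higher fluorescence means more inhibition of phage lysis; actives were called in the ten point dose series up to 300 µM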
human PMI inhibition = inhibitors of human PMI, primary screen, biochemical, fluorescence intensity, coupled assay (AID 1209) | purified PMI enzyme, coupled fluorescence intensity; higher % means a stronger effect | one-dose inhibition, % at 20 µM; IC50 in µM for titrated hits | 190,000 compounds, 0.42% hits;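 also: plate controls were DMSO vehicle for no effect and wells lacking substrate for full effect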
Lipid droplet cells 6.5 µM = further read-out of Lipid droplet, marked with its call; cell count; measured here: cell count, cytotoxicity flag;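 cells counted across two imaged fields per well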
* hit, by the source's call; · = not tested or not shown; [ ] = another dose, or the depositor's remark. Rule as the data show it, unless noted: active = inhibition above about 50%; inactive = the rest.

The line under a structure holds: P. falciparum M1AAP	TNAP activators	P. falciparum M17LAP	XIAP displacement	SIAH1 antagonists	Lipid droplet	Lipid droplet cells 6.5 µM	PMI inhibition	UTI89 phage lysis	human PMI inhibition
Cc1ccc2sc(NNC(=O)C3COc4ccccc4O3)nc2c1C (stereo not given)
→ -3.8%	1.1	11.1%	-2.7%	-8.1%	11.3	707	-16.9%	0.9%	-20.0%
Cn1c(NC(=O)Cc2cccs2)cc(=O)n(C)c1=O
→ -0.1%	1.1	-5.2%	-3.9%	-1.5%	·	·	-0.9%	0.2%	3.1%
CCOC(=O)c1c(C)oc2cc(Br)c(OCC(N)=O)cc12
→ 2.6%	1.1	-12.0%	-2.3%	9.2%	2.4	716	-9.1%	1.5%	-4.0%
O=C(Nc1cnn(Cc2ccc(Cl)cc2)c1)c1cnccn1
→ 7.1%	1.1	1.6%	2.1%	-2.2%	-8.3	629	3.8%	5.5%	8.7%
O=C(c1ccncc1)N1CCN(c2cccc(C(F)(F)F)c2)CC1
→ 8.9%	1.1	3.5%	-2.0%	2.9%	0.1	782	5.0%	2.1%	5.8%
COc1ccc(S(=O)(=O)Nc2cc(C)c(O)c(S(=O)(=O)c3ccccc3)c2)cc1
→ 14.6%	1.1	-0.9%	1.5%	2.2%	-12.0	714	15.5%	0.0%	21.0%
CC(=O)c1cnc2cc(-c3ccccc3)nn2c1C
→ -1.6%	1.1	-5.4%	-3.1%	2.3%	0.1	652	8.9%	4.7%	15.7%
CC(C)C1Cc2c(C#N)c(N)sc(=S)c2CO1 (stereo not given)
→ 5.5%	1	-2.8%	-6.1%	3.7%	2.4	780	-84.8%	2.2%	-43.1%
O=C1N=C2N(CCN3CCCCC3)c3ccccc3N2/C1=C\c1ccc([N+](=O)[O-])o1
→ 6.5%	1	6.7%	2.7%	-6.9%	18.0	694	·	·	·
O=C(Cc1ccccc1)Nc1cccc(N2C(=O)C=CC2=O)c1
→ 11.6%	1.2	22.8%	-4.6%	4.7%	1.0	574	-108.0%	-15.0%	-49.7%
CCC(C)(C(=O)NC1CCCCC1)N(C)C(=O)c1ccccn1 (stereo not given)
→ 8.9%	1.1	9.1%	-5.6%	-0.7%	·	·	2.4%	0.6%	4.4%
C=CCc1ccc(OCC(O)CN2CCCCC2C)c(OC)c1 (stereo not given)
→ 4.7%	1.2	19.3%	-3.5%	-3.9%	·	·	9.5%	0.1%	4.1%
CN(C)/C=C\C(=C/C(=O)C(F)(F)F)Nc1ccccc1Oc1ccccc1
→ 9.6%	1.1	7.2%	0.1%	-3.5%	-3.3	676	6.7%	0.4%	6.7%
Cn1cc([N+](=O)[O-])c(C(=O)Nc2ccc(C(=O)N3CCCCC3)cc2)n1
→ 4.4%	1.1	7.3%	-4.7%	-5.5%	-7.3	631	-8.9%	2.0%[50 µM]	-11.8%
CCOc1cc(C2NC(=O)NC(O)(C(F)(F)F)C2C(=O)c2ccccc2)ccc1OC (stereo not given)
→ 1.0%	1.1	10.1%	2.0%	5.6%	-2.4	720	12.3%	0.0%	14.6%
COc1ccc(N2C(=O)/C(=C/c3ccc([N+](=O)[O-])cc3)N=C2C)cc1
→ 2.1%	1	4.0%	-7.4%	10.2%	-4.3	690	-1.5%	·	-0.7%
CCn1cc(C(=O)NCCCN(C)C)c(=O)c2cc(F)c(N3CCN(C)CC3)cc21
→ 3.2%	1.1	1.8%	0.6%	0.2%	15.6	690	11.8%	-13.6%	12.8%
O=S1(=O)N=C(N/N=C/c2ccc(Br)o2)c2ccccc21
→ 19.6%	1.1	-4.9%	-5.0%	-1.0%	9.8	690	-2.4%	0.2%	-30.4%
CCOc1ccc(N2C(=O)/C(=C\c3ccc(OC)c(O)c3)S(=O)(=O)C2c2cccc([N+](=O)[O-])c2)cc1 (stereo not given)
→ 13.9%	0.9	9.8%	-0.4%	11.5%	-8.1	730	17.8%	-0.2%	13.2%
C=CCn1c(COc2ccccc2F)nnc1SCCN1C(=O)c2ccccc2C1=O
→ 0.7%	1.1	-0.8%	-1.2%	-1.9%	1.0	659	10.7%	2.4%[50 µM]	16.0%
CC12CCC(C/C1=N/O)C2(C)C (stereo not given)
→ 15.3%	1.1	2.6%	-1.7%	-1.2%	8.3	699	-0.3%	-0.1%	-7.4%
CCOc1ccc(NC(=O)CCC(=O)n2nc(C)cc2C)cc1
→ 0.3%	1	7.0%	-4.9%	-2.7%	-4.5	686	-8.3%	·	-3.9%
COC(=O)c1ccc(NC(=O)CN(Cc2ccc(Cl)cc2)S(C)(=O)=O)cc1
→ 3.9%	1.1	2.5%	-5.5%	0.5%	8.7	784	-1.4%	1.4%	3.2%
O=C(O)CC(CC(=O)Nc1ccc2ccccc2n1)c1ccccc1 (stereo not given)
→ 1.4%	·	-4.8%	·	6.2%	3.8	725	·	-0.4%	·
COc1ccc(C(=S)N2CCN(C)CC2)cc1
→ 0.1%	1.1	4.1%	-5.7%	0.4%	-2.5	783	-7.4%	1.1%	-3.1%
C/C(=N\Nc1nc(C)cc(C)n1)c1ccc(N2CCOCC2)cc1
→ 6.0%	1.1	26.6%	-6.8%	0.5%	17.8	653	-9.6%	0.1%	-8.4%
O=C(NC(=S)Nc1ccccn1)c1ccco1
→ 8.2%	1	23.9%	-7.1%	-0.8%	-6.5	590	2.3%	-3.9%	8.2%
CC(C)(C)CC(C)(C)NC(=O)/C=C/C(=O)O
→ -3.1%	·	3.6%	·	0.7%	8.6	725	·	-1.2%	·
O=C(CSc1nc2ccccc2c(=O)n1-c1ccccc1)NCc1ccc2c(c1)OCO2
→ 0.9%	1	-2.3%	-3.6%	-4.1%	·	·	-18.2%	0.1%[50 µM]	-21.5%
COc1ccc(OC)c(NC2=NC3(CCCCC3)N=C(N)N2)c1
→ 7.3%	1.2	-0.1%	-1.8%	-1.3%	6.5	770	4.3%	0.9%	7.4%

2 compounds drawn at random from those above, as already listed:
The line under a structure holds: P. falciparum M1AAP	TNAP activators	P. falciparum M17LAP	XIAP displacement	SIAH1 antagonists	Lipid droplet	Lipid droplet cells 6.5 µM	PMI inhibition	UTI89 phage lysis	human PMI inhibition
Cc1ccc2sc(NNC(=O)C3COc4ccccc4O3)nc2c1C (stereo not given)
→ -3.8%	1.1	11.1%	-2.7%	-8.1%	11.3	707	-16.9%	0.9%	-20.0%
O=C(NC(=S)Nc1ccccn1)c1ccco1
→ 8.2%	1	23.9%	-7.1%	-0.8%	-6.5	590	2.3%	-3.9%	8.2%

Later entries:
The line under a structure holds: P. falciparum M1AAP	TNAP activators	P. falciparum M17LAP	XIAP displacement	SIAH1 antagonists	Lipid droplet	Lipid droplet cells 6.5 µM	PMI inhibition	UTI89 phage lysis	human PMI inhibition
O=C(CN1CCCc2ccccc21)Nc1ccccc1[N+](=O)[O-]
→ 9.2%	1	-5.0%	-3.5%	2.8%	2.0	704	8.6%	0.4%	6.8%
CN(c1ccc(OCC(=O)Nc2nc(-c3ccccc3)cs2)cc1)S(=O)(=O)c1ccc(F)cc1
→ 10.2%	1.1	-6.7%	-1.3%	2.6%	-11.5	610	8.4%	1.7%[50 µM]	14.2%
COc1ccc(N2CCN(C(c3cccs3)C(C)NC(=O)c3ccc4c(c3)OCO4)CC2)cc1 (stereo not given)
→ -0.1%	1.2	-8.2%	-5.8%	5.0%	-0.1	686	13.9%	0.1%	6.3%
Cc1ccc(C2=NNC(=O)C(P(=O)(c3ccccc3)c3ccccc3)C2)cc1 (stereo not given)
→ 1.9%	1.1	-2.4%	-0.3%	4.7%	1.2	670	-6.2%	0.5%	-8.8%
CCc1cccc(N=c2c([N+](=O)[O-])nn(-c3ccc4c(c3)OCCO4)n2O)c1
→ -2.9%	1	6.5%	-8.3%	-7.1%	-16.0	702	6.0%	0.2%	-9.9%
CCSc1ncc(/C=N/Nc2ccc([N+](=O)[O-])cc2)n1C
→ 3.7%	0.9	-2.1%	-17.1%	-1.4%	·	·	-0.2%	-0.1%	8.7%
COC(=O)c1ccccc1NC(=S)NC(=O)C1CC1
→ 7.0%	1.1	6.3%	-6.1%	0.6%	10.9	840	9.9%	4.7%	12.8%
CCCCCC/C(=N\NS(C)(=O)=O)c1ccccc1
→ 1.9%	1.1	-4.2%	-2.6%	7.0%	2.6	805	1.2%	0.2%	4.3%
CCOc1ccc(/C=C2/Sc3ccc(C(=O)N4CCN(C(=O)c5ccco5)CC4)cc3N(C)C2=O)cc1OC
→ 7.9%	1.1	11.6%	2.1%	12.5%	-2.0	686	3.3%	·	7.4%
O=C(NCc1ccccn1)c1ccc2ccccc2n1
→ 3.1%	1.1	6.2%	-2.8%	5.4%	3.9	627	17.0%	1.3%	18.9%
O=S1(=O)c2cccc3cccc(c23)N1Cc1nnc(-c2ccccc2Br)o1
→ 0.0%	1	-4.8%	-3.9%	-4.9%	·	·	40.3%	-2.0%	16.3%
Cc1noc(C(=O)Nc2c(C)n(C)n(-c3ccccc3)c2=O)c1Cl
→ 7.1%	1.1	-5.2%	-2.2%	18.5%	10.5	746	-9.8%	0.2%	-5.9%
CCN(CC)CCCN=Cc1c(O)n(Cc2ccccc2)c(=O)c2ccccc12
→ 8.5%	1.1	-16.6%	-10.4%	1.4%	4.0	696	10.5%	0.2%	22.0%
Cc1ccccc1C1c2[nH]c3ccccc3c2CCN1CCCn1cccn1 (stereo not given)
→ -0.6%	1.1	-13.1%	5.4%	-0.2%	21.2	680	12.5%	-0.1%	11.7%
Cc1nnc(N(C(=O)c2cnccn2)c2ccccc2)s1
→ -1.2%	1.1	-1.8%	1.2%	2.6%	·	·	10.8%	4.6%	-8.3%
COC(=O)Cn1cc(C(=O)C(F)(F)F)c2ccccc21
→ 5.6%	1	5.5%	-3.7%	8.2%	-3.6	720	-2.2%	0.2%	2.1%
CCOC(=O)c1c(NC(=O)COc2cccc3c2CCN(Cc2ccc(F)cc2)C3=O)sc2c1CCC2
→ -2.7%	1	17.6%	-5.8%	-2.7%	5.3	563	1.3%	·	11.4%
Cc1ccc(-c2onc3ccc(Cl)cc23)cc1
→ 17.1%	1.2	1.8%	-4.8%	4.3%	5.2	717	11.5%	0.8%[50 µM]	1.4%
COC(=O)c1ccc(C(=O)Nc2ccc(N)cc2N)cc1
→ 3.6%	1	7.3%	-1.5%	-5.9%	·	·	50.3%*	0.3%	19.6%
CCCN1CCC(N2CCN(c3ccccc3OC)CC2)CC1
→ ·	1.1	·	-0.7%	0.4%	·	·	4.2%	·	-3.3%
Cc1ncc(CO)c2cc(S(=O)(=O)c3ccc(F)cc3)c(=O)oc12
→ 3.5%	1	-4.0%	-7.9%	3.1%	-1.5	717	-60.8%	0.1%	-50.6%
COc1ccccc1/C=C/C=N/n1c(C2CCCCC2)n[nH]c1=S
→ -0.6%	0.7	0.2%	-2.9%	5.4%	18.8	625	14.8%	6.7%	10.9%
Cc1ccc(CNC(=O)CCNS(=O)(=O)c2ccc(Br)s2)cc1
→ -5.8%	1	0.7%	-4.0%	-1.3%	-14.5	688	11.2%	0.6%	9.0%
